Screens (PubChem)
hgDAF12 agonist – H. glycines DAF-12 receptor agonists, primary screen, cell-based, luminescence, HEK293, GAL4 fusion, UAS-luciferase. HEK293 GAL4-hgDAF12 UAS-luciferase reporter, agonist luminescence; normalized to butyrate control. AID 687014, 2013. activation, % at 6.8 µM. 370,000 compounds, 1.8% hits;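 active means activation above a cutoff set at the mean of all screened compounds plus 3 SD, cut at about 10% in these data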;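 further: 0% = DMSO wells and 100% = sodium butyrate wells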
Rev-erbA mod – modulators of Rev-erb alpha DNA binding, primary screen, biochemical, FITC-DNA, fluorescence polarization, uHTS; Nuclear receptor subfamily 1 group D member 1 (Homo sapiens), P20393; Rev-erbα–FITC-DNA binding, 90 min; activity, % at 10 µM; 370,000 compounds, 0.79% hits; AID 1259318, 2017;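 active means activity above about 14%, limit read from the data; passing the limit was not always enough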;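 further: 0% = DMSO wells with 35 nM protein and 100% = DMSO wells with 750 nM protein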
Target sequence (P20393 whole entry, looked up): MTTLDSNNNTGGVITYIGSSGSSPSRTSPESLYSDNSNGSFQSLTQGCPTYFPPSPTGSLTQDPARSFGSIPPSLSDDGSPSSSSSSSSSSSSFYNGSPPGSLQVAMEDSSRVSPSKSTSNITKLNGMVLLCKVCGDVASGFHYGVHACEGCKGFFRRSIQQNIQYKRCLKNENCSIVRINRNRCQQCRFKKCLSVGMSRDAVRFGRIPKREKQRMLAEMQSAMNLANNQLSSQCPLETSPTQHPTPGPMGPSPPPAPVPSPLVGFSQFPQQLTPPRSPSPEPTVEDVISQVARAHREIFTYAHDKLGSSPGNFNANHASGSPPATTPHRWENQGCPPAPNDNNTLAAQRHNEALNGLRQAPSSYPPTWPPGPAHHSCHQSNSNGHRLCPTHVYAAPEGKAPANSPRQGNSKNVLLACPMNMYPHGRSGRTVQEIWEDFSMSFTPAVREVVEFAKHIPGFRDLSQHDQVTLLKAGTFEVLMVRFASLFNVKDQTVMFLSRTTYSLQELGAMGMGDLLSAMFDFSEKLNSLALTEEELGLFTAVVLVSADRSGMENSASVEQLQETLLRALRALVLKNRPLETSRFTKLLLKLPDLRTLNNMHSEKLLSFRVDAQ
PLCb3 inh – human PLC-beta3 inhibitors, primary screen, biochemical, fluorescence. 370,000 compounds, 0.18% hits. AID 720704, 2013. Purified PLC-beta3, fluorogenic substrate. inhibition, % at 12.2 µM. 1-phosphatidylinositol 4,5-bisphosphate phosphodiesterase beta-3 (Homo sapiens), Q01970; in the data active means inhibition above about 11%;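 further: 0% = median of compound wells on plate and 100% = full blocker control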
SMARCA2 activ – SMARCA2 (BRM) function activators, primary screen, cell-based, luminescence, high throughput | AID 652017, 2013 | MG213 cells, MMTV-luciferase reporter, dexamethasone, overnight | 370,000 compounds, 1% hits | activation, % at 9.1 µM; in the data active means activation above about 7.8%;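 further: 0% = vehicle wells and 100% = reference activator wells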
ssDAF-12 act – S. stercoralis DAF-12 nuclear receptor activators, primary screen, cell-based, luminescence, HEK293, GRIP1 co-expression, lit1-tk-luc; Nuclear hormone receptor DAF-12 (Strongyloides stercoralis); HEK293 ssDAF-12/GRIP1 lit1-tk-luc reporter; % of 3 µM dafachronic acid response; activation, % at 6.8 µM; 370,000 compounds, 1% hits;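 active means activation above the mean over all tested compounds plus 3 SD, cut at about 0.9% in these data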;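 further: 0% = DMSO-only wells and 100% = 3 µM delta7-dafachronic acid wells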
DAX1 inh-1 – DAX1 (NR0B1) inhibitors on StAR promoter, primary screen, cell-based, luminescence, SF-1 (NR5A1), full-length DAX-1; 370,000 compounds, 1.1% hits; HEK293T StAR-luciferase reporter, SF-1/DAX-1 repression relief; AID 652010, 2013; inhibition, % at 6.8 µM;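 active means inhibition above the mean over all tested compounds plus 3 SD, cut at about 3.6% in these data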;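 further: 0% = DAX-1 cells with DMSO and 100% = cells lacking DAX-1 with DMSO; higher inhibition means more luminescence from relief of DAX-1 repression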
PG9 Ab binder – binders of HIV-1 gp120 antibody PG9, primary screen, biochemical, TR-FRET; AID 624416, 2012; TR-FRET gp120-PG9 antibody binding; 360,000 compounds, 0.43% hits; inhibition, % at 6.7 µM; HIV-1 gp120 / PG9 antibody interaction; in the data active means inhibition above about 8.5%
DAX1 inh-2 – DAX1 (NR0B1) inhibitors, primary screen, cell-based, HEK293, Gal4-DAX1, luciferase luminescence. inhibition, % at 6.75 µM. Nuclear receptor subfamily 0 group B member 1 (Homo sapiens), P51843. AID 504766, 2011. HEK293 Gal4-DAX1 luciferase reporter. 340,000 compounds, 0.99% hits;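 active means inhibition above the mean over all tested compounds plus 3 SD, cut at about 4.2% in these data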;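 further: 0% = DAX1-transfected cells with DMSO and 100% = empty-vector control cells with DMSO; inhibition shows as a rise in luminescence from relieved DAX1 repression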
hcDAF12 agonist – H. contortus DAF-12 nuclear receptor activators, primary screen, cell-based, luminescence, HEK293, lit1-tk-luc reporter. HEK293 hcDAF-12 lit1-tk-luc reporter; 0% DMSO, 100% Δ7-dafachronic acid. activation, % at 6.8 µM. 370,000 compounds, 1.4% hits. AID 652067, 2013;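 active means activation above the mean of all tested compounds plus 3 SD, cut at about 5.5% in these data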;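 further: 100% = response to 3 µM Δ7-dafachronic acid high control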
sPLA2-III inh – human group III sPLA2 inhibitors, primary screen, biochemical, QFRET, BODIPY PC-A2 liposome substrate; QFRET BODIPY PC-A2 liposome hydrolysis, fluorescence; inhibition, % at 12.2 µM; AID 743126, 2013; 370,000 compounds, 0.56% hits;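 active means inhibition above mean plus 3 SD of compounds lying within the high and low control bounds, cut at about 19% in these data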;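 further: 0% = median of test compound wells and 100% = no enzyme DMSO wells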
Target sequence (Q9NZ20 whole entry, looked up): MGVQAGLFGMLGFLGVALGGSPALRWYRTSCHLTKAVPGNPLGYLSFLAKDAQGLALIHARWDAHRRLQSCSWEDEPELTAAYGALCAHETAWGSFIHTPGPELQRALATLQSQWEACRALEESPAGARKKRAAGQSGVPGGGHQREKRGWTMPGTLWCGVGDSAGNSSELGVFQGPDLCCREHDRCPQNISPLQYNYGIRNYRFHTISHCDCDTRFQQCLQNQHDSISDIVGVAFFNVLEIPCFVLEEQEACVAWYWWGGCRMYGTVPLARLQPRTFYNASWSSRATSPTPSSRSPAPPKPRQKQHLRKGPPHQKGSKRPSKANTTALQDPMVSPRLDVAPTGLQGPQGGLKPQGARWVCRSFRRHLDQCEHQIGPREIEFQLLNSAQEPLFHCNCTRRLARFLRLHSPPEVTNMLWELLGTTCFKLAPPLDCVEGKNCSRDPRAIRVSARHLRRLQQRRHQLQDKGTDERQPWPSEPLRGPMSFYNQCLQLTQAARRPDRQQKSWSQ
GAA850 FXN act – FXN promoter activators, primary screen, cell-based, luciferase luminescence, HEK293 lucGAA850; HEK293 lucGAA850 FXN promoter luciferase reporter, 24 h; percent of 10 µM SAHA response; activation, % at 6 µM; 360,000 compounds, 0.56% hits; AID 540364, 2011;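 active means activation above the average of all compounds screened plus 3 SD, cutoff fixed separately per campaign, cut at about 7.5% in these data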;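 further: 0% = DMSO wells and 100% = 10 µM SAHA wells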
* = called active by the depositor; i = inactive; . = not tested or not shown.

SMILES	hgDAF12 agonist	Rev-erbA mod	PLCb3 inh	SMARCA2 activ	ssDAF-12 act	DAX1 inh-1	PG9 Ab binder	DAX1 inh-2	hcDAF12 agonist	sPLA2-III inh	GAA850 FXN act
O=S(=O)(O)c1cccnc1SCc1ccccc1	1.2	-2.3	-7.3	-2.6	-1.5	-0.1	-0.4	4.1	-2.2	-3.9	1.7
Cc1cccc(-c2cc3c(N=O)c4ccccc4c-3n[nH]2)c1	17.0*	-29.3	0.8	6.5	1.2*	3.9*	0.1	6.9*	12.1*	-26.6	4.9
CCCCNC(=O)[C@H]1N2C(=O)c3c(ccc(OC)c3OC)C2SC1(C)C (stereo partly drawn)	1.0	-2.8	-48.6	-1.5	-1.9	-0.3	0.0	-0.8	0.9	-1.9	-0.7
O=C(/C=C/Nc1ccc(F)cc1Br)c1ccccc1	4.0	-6.0	2.4	-2.3	0.4	2.9	-2.6	-2.7	5.1	-22.8	-5.2
COc1ccc([N+](=O)[O-])cc1N(CC(O)CN1CCOCC1)S(=O)(=O)c1ccccc1 (stereo not drawn)	-1.5	-2.4	-4.0	-3.2	-1.1	0.7	0.2	-0.7	-2.2	5.2	-1.8
Cc1ccc(Oc2ncccc2/C=N/O)cc1	1.1	-3.6	-5.2	1.0	-1.3	-1.4	-0.1	1.2	-1.7	-7.5	-0.6
N#CC1=C(S)N=C(N)C(c2nc(-c3ccccc3)cs2)C12CCCC2 (stereo not drawn)	-0.3	-2.5	-5.7	0.4	-1.1	0.3	1.4	-0.5	1.1	-4.1	3.2
CCN(C(=O)COC(=O)Cc1coc2cc(C)ccc12)c1c(N)n(Cc2ccccc2)c(=O)[nH]c1=O	-0.3	-4.4	-8.1	-2.3	-1.1	0.4	-1.3	0.1	-0.4	0.6	0.8
Cc1ccc(/C=N/NC(=O)CSc2nc3ccccc3s2)o1	0.0	5.6	-0.5	1.6	-0.6	-0.1	-1.9	-0.3	2.7	-10.4	2.6
CCOc1ccccc1NC(=O)Cn1c(=O)oc2cc(Cl)ccc21	-1.0	-3.6	3.9	-2.0	-0.6	-0.1	2.0	-1.3	-3.2	-8.9	-0.5
COCCCN(C(=O)c1ccco1)c1nc(-c2ccc(OC)cc2)cs1	0.5	-6.1	-4.3	0.7	-2.1	-0.4	-1.1	-3.5	-1.5	-0.8	-0.7
CC(NS(=O)(=O)c1ccc2c(c1)OCCO2)c1ccccc1 (stereo not drawn)	2.1	-4.7	1.9	-0.1	-1.7	-0.1	-0.5	-1.0	-0.2	-2.2	-0.8
O=C(Nc1cccc(F)c1)Nc1cccc(Cl)c1	0.7	4.3	-0.8	-3.1	-1.2	-0.7	-2.5	2.2	-0.5	-35.0	2.4
COC(=O)C1CCN(C(=O)Nc2ccccc2)CC1	0.2	-3.1	2.2	-1.0	-1.1	-0.2	-1.1	1.9	1.6	5.4	1.9
COc1ccc(NC(=O)CCNC(=O)C2CCN(S(=O)(=O)c3ccc(OC)cc3)CC2)cc1	1.5	2.3	-2.2	-2.7	-1.0	1.1	-1.8	0.5	-0.1	-3.8	0.5
CC(C)C(=O)N1CCC(Cc2ccccc2)CC1	-1.6	-5.0	-5.0	-0.9	-1.5	-0.3	-0.7	0.9	-2.0	-0.2	0.3
Cc1[nH]c(=O)[nH]c(=O)c1N1CCOCC1	0.0	-3.4	-5.9	0.6	-1.5	0.0	0.1	2.0	-2.1	0.1	0.3
O=C(Nc1ccccc1N1CCN(C(=O)c2ccc(Cl)cc2)CC1)c1cccc(F)c1	1.9	2.3	-5.6	-1.8	-1.5	-1.6	-2.7	0.0	-1.9	-7.9	0.0
COc1ccc(C2CC(=O)c3c([nH]c(C(=O)OC(C)C)c3C)C2)cc1OC (stereo not drawn)	-4.0	0.8	1.5	-1.7	-1.6	0.6	0.2	-1.1	0.1	11.4	-4.5
COc1ccc(-c2noc(-c3ccccc3C(=O)Nc3cccc(OC)c3)n2)cc1	0.6	4.4	-2.9	2.8	-1.6	-1.9	-1.5	-0.9	-1.5	-37.1	-3.1
COC(=O)c1ccc(NC(=O)c2ccc3nsnc3c2)cc1	3.5	2.4	-6.2	-2.7	-0.8	-0.1	-0.2	-0.6	-2.8	-0.8	0.8
CCOC(=O)c1sc(=S)n(-c2ccccc2)c1NC(C)=O	0.3	-1.9	0.0	0.4	-1.6	0.3	0.9	-0.2	-0.2	7.4	1.2
O=C1NC(Cc2ccccc2)c2nc3ccc(Cl)cc3c(=O)n2-c2ncccc21 (stereo not drawn)	0.4	7.7	-1.9	-1.2	-1.0	0.3	1.0	0.2	0.1	4.2	4.4
CC(C)(C)c1cc(C(=O)O)n(Cc2ccc(Cl)cc2Cl)n1	-1.4	0.2	-6.2	5.4	-2.2	-0.2	-2.9	3.2	-2.0	-4.5	-0.8
CCCCOc1ccc(C(=O)OCC(=O)N2CCCCCC2)cc1	0.5	-6.0	-0.1	-1.5	-1.3	-0.4	0.5	0.5	-1.1	-6.4	-0.2
The list goes on.
SMILES	hgDAF12 agonist	Rev-erbA mod	PLCb3 inh	SMARCA2 activ	ssDAF-12 act	DAX1 inh-1	PG9 Ab binder	DAX1 inh-2	hcDAF12 agonist	sPLA2-III inh	GAA850 FXN act
COc1cccc(/C=C/c2n[nH]c(=O)c(C#N)c2C)c1	1.1	4.8	-7.0	-2.0	-1.2	-0.3	0.7	-1.7	1.7	1.0	1.3
Nc1ccc2c(c1)[nH]c(=O)c1cc(N)ccc12	5.8	-35.9	i	4.1	-0.6	-0.3	-19.9	-1.0	-0.6	1.3	3.9
COC(=O)c1cc(C(=O)NCc2ccc3c(c2)OCO3)cc([N+](=O)[O-])c1	-0.4	2.4	-4.9	-0.7	-1.3	-0.4	-2.5	-0.3	-0.9	1.5	-0.6
CC1(C)CC(NS(=O)(=O)c2ccc(S(N)(=O)=O)cc2)CC(C)(C)N1	0.4	2.6	-3.8	0.9	-0.5	-0.1	-0.1	1.1	-0.8	-0.8	2.0
CNc1nc(Sc2ccc(C)cc2)cc(C(F)(F)F)n1	-3.0	8.6	0.1	0.6	-0.8	-0.8	1.5	1.9	-0.5	-5.9	5.6
Cc1cc(C)cc(NC(=O)COC(=O)CCc2ccc(S(=O)(=O)N3CCOCC3)cc2)c1	1.4	3.1	-0.9	0.5	-2.0	0.6	-1.9	3.0	-1.4	-16.6	-1.8
CSCCC(C(=O)NC1=NCCS1)N1C(=O)c2ccccc2C1=O (stereo not drawn)	3.5	-3.6	-0.8	-0.3	-0.8	-0.4	-0.9	1.5	-2.0	4.7	-0.7
O=C(N/N=C/C1CC=CCC1)c1cc2ccccc2cc1O (stereo not drawn)	-0.8	-0.1	-76.0	-1.7	-1.9	0.4	-1.2	0.8	0.2	2.5	3.4
COc1ccc(C(=O)OCC(=O)Nc2ccc(Cl)cn2)cc1	-1.7	-0.6	1.1	-3.0	-1.7	-0.1	-0.5	0.4	-0.4	1.0	3.3
COc1ccc(S(=O)(=O)N2CCN(C(=O)c3cc(-c4ccc(C)cc4)n[nH]3)CC2)cc1	-3.4	-5.2	0.4	-3.0	-0.5	-2.5	-0.2	-0.9	-4.3	-29.7	-1.5
COc1ccc(CN2CN(C(C)C)CSC2=S)cc1	0.4	0.9	5.4	-2.7	-1.9	0.5	-1.3	-0.1	-0.5	-1.3	-2.9
O=c1oc2c(O)cccc2cc1-c1nc2ccccc2[nH]1	9.1	-3.7	i	5.9	0.1	1.8	-3.5	-1.0	8.1*	-47.2	5.3
Cc1cc(C)c(S(=O)(=O)N2CCCC(C(=O)NCc3ccncc3)C2)c(C)c1 (stereo not drawn)	2.7	0.9	-2.1	-1.7	-0.7	-1.3	0.5	0.2	2.4	-1.1	3.5
CN1CC=C2C(C#N)=C(N)C(C#N)(C#N)[C@H](c3cccc(Cl)c3)C2C1 (stereo partly drawn)	1.7	2.9	-320.6	2.0	-0.7	0.3	-0.7	-0.2	-0.6	-7.1	-0.9
COC(=O)c1ccc(/C=N\N2CCN(c3ccccc3)CC2)cc1	3.2	-3.7	-6.5	-0.3	-1.3	0.5	0.4	0.2	-1.4	0.6	2.4
COCc1cn([C@H]2C[C@@H]3O[C@H](CO)CC[C@@H]3O[C@@H]2CCc2ccc(-c3ccc(OC)cc3)cc2)nn1	-3.0	2.2	-2.4	-3.5	-1.7	-1.8	.	.	-1.0	-13.4	.
Cc1cccc(C)c1NS(=O)(=O)c1ccc(-c2ccc(=O)[nH]n2)o1	-2.8	-1.9	-6.5	-3.9	-1.2	-1.7	-0.7	0.8	1.6	1.5	1.2
COc1ccc(C(CNC(=O)c2ccc(C)o2)N2CCOCC2)cc1 (stereo not drawn)	5.8	-7.7	-4.0	1.4	-0.7	0.1	-0.4	0.8	0.9	5.2	0.5
Cc1nc2c(C)cccc2cc1C(=O)N/N=C/c1ccc(N(C)C)cc1	1.1	-0.7	-259.7	-1.0	-1.4	-0.1	-4.0	-1.0	1.6	-3.8	-3.8
Clc1ccc(C2[C@H]3CN(Cc4ccc(-c5ccccc5)cc4)[C@H](c4ccccc4)C34CC2(c2ccccc2)C4)cn1 (stereo partly drawn)	-1.4	2.7	1.6	-1.0	-0.8	-0.4	0.6	.	-0.8	13.7	.
Cc1cc(C)n2nc(Cc3ccccc3)nc2n1	-0.9	13.3	-2.0	0.3	-1.5	-0.2	1.3	-0.1	1.6	2.1	1.7
C=CCn1c(C)nc2c(sc3nc4c(cc32)COC(C)(C)C4)c1=O	12.8*	-5.6	-22.9	1.7	-0.3	0.7	2.1	4.7*	4.5	17.9	4.7
CC(Sc1ccc(Cl)cc1)C(=O)NNC(=O)c1ccco1 (stereo not drawn)	-0.3	-4.0	-2.4	-1.6	-0.5	-0.5	-0.1	0.2	-1.1	-1.2	1.6

Quoted at random: 2 compounds from above, in no set order.
SMILES	hgDAF12 agonist	Rev-erbA mod	PLCb3 inh	SMARCA2 activ	ssDAF-12 act	DAX1 inh-1	PG9 Ab binder	DAX1 inh-2	hcDAF12 agonist	sPLA2-III inh	GAA850 FXN act
COC(=O)c1ccc(/C=N\N2CCN(c3ccccc3)CC2)cc1	3.2	-3.7	-6.5	-0.3	-1.3	0.5	0.4	0.2	-1.4	0.6	2.4
Clc1ccc(C2[C@H]3CN(Cc4ccc(-c5ccccc5)cc4)[C@H](c4ccccc4)C34CC2(c2ccccc2)C4)cn1 (stereo partly drawn)	-1.4	2.7	1.6	-1.0	-0.8	-0.4	0.6	.	-0.8	13.7	.

Random draw from the library, and some 7% of all compounds hit somewhere here.
